High-throughput results deposited in PubChem by several laboratories.
MEKK3 PB1 HTS = modulators (inhibitors or enhancers) of MEK5 binding to human MEKK3 PB1 domain; hit rate 1.4% among 290,000; bead-based flow cytometry, Alexa488-MEK5 binding to MEKK3; actives lie on both sides; 0 = blocked by unlabeled MEK5, 100 = vehicle; binding response (% of control), % at 10 µM; AID 1529;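 active = binding response more than 3 SD above or below the average of its plate-row segment, actives on both sides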;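 note: Alexa488 bead fluorescence after subtracting the streptavidin-only scavenger bead signal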
Target sequence (Q99759 whole entry, looked up, the tested form may be a part): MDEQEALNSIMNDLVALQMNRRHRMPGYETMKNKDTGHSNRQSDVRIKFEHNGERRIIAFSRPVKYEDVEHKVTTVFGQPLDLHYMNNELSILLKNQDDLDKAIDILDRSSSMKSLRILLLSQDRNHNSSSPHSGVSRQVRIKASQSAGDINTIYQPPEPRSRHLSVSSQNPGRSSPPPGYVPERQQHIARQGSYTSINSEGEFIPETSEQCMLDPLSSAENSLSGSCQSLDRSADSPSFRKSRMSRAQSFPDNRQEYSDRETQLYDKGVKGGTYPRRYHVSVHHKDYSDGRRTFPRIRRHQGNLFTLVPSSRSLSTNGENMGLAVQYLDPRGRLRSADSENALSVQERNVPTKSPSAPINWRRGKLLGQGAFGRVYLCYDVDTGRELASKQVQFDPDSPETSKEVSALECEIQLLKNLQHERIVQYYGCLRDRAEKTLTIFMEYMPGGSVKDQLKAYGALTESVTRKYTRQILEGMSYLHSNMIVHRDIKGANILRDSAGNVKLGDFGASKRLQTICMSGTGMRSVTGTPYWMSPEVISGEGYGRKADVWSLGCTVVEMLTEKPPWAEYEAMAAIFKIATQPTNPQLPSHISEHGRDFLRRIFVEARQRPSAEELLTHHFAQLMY
CRFBP-R2 block = CRF-BP/CRF-R2 complex antagonism. hit rate 0.59% among 350,000. AID 588475. inhibition, % at 11.8 µM. HEK293 CRF-R2/CRF-BP, CRF-induced calcium fluorescence;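 active = inhibition of the ligand-induced calcium signal above about 50% at the single tested concentration, limit read from the data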
IDE act = activators of human insulin-degrading enzyme in cells; P14735; HEK cells, FAbeta-B cleavage, fluorescence polarization; 0% vehicle, 100% cell-free pure enzyme wells; activation, % at 5.96 µM; hit rate 0.073% among 340,000; AID 493087;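 active = activation above the mean of all tested compounds plus 3 SD, set per screening campaign, cut at about 17% in these data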
CHRM4 PAM = potentiates acetylcholine response at human M4 receptor; CHO-K1 hM4/Gqi5, Fluo-8 calcium fluorescence, ACh EC20; 0% = ACh EC20, 100% = maximal ACh; activation, % at 3 µM; P08173; AID 624126; hit rate 0.4% among 360,000;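 active = activation above its plate's cutoff, the mean activation of sample wells plus 3 SD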; note: some results filed as inactive read as strong as hits
Target sequence (P08173 whole entry, looked up): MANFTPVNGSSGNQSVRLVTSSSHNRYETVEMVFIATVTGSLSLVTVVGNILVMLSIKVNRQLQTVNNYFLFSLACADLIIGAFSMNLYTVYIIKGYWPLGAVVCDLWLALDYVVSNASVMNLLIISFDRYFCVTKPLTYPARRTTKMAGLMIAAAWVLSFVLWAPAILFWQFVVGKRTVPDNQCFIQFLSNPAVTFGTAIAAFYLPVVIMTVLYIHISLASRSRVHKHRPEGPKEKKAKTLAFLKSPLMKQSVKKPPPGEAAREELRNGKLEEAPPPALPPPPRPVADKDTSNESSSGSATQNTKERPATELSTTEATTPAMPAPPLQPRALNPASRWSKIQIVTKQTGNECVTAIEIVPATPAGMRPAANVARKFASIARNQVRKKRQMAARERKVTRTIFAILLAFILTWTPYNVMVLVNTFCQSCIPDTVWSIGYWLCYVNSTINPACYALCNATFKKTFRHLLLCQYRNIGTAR
PHOSPHO1 inh = inhibitors of human PHOSPHO1 phosphatase; inhibition, % at 13.3 µM; Q8TCT1; hit rate 1.1% among 290,000; recombinant PHOSPHO1, absorbance phosphatase assay; in the data active = inhibition above about 60%
GalR3 antag = antagonists of human GalR3 | O60755 | HEK293 GalR3-CNG cAMP membrane potential fluorescence; galR3 body fused to GalR1 C-terminus | inhibition, % at 3 µM | hit rate 0.44% among 360,000 | AID 651719;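 active = inhibition above the screen-wide average plus 3 SD, cut at about 13% in these data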;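 note: forskolin and galanin both at EC90 stimulate the cells; cAMP rise reported by CNG channel membrane potential dye signal; 0% = forskolin plus galanin with DMSO and 100% = forskolin alone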
pCIP destab = p/CIP protein destabilization; Q05BA5; F442A p/CIP-EGFP cells, EGFP fluorescence, 16 h; decrease of EGFP signal, % at 10 µM; hit rate 0.01% among 290,000; AID 1984;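 active = EGFP signal decrease of at least 30% at 10 µM or well 3 SD below plate mean, unless failing retest; inactive = the rest, including hits failing retest or dose response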; note: some compounds called inactive have numbers as strong as hits; many of its hits are not listed in these tables
CRFR2-BP ag = CRF-BP/CRF-R2 complex agonism | hit rate 0.46% among 350,000 | HEK293 CRF-R2/CRF-BP, calcium dye fluorescence (FLIPR); percent of saturating CRF peptide response | activation, % at 13.2 µM;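 active = activation of at least 50%, plus an integration ratio under a set limit after plate pattern correction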;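 note: plate controls were neutral control wells without compound for no effect and CRF at EC100 for full effect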
IDE inh = inhibits human insulin-degrading enzyme in HEK cells; P14735; FAbetaB cleavage, fluorescence polarization; inhibition, % at 5.59 µM; hit rate 0.41% among 320,000;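 active = percent inhibition above the average of all tested compounds plus 3 SD, set per screening campaign, cut at about 16% in these data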;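 note: IDE supplied by intact live HEK cells; FP after avidin binding of uncleaved biotin substrate so inhibition keeps polarization high; 0% = DMSO wells and 100% = 60 µM reference IDE inhibitor Ii1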
Starred values were filed as active, the others as inactive; x = no result given. This is a random part of the collection; overall some 4.2% were active at least once.

CRFR2-BP ag,PHOSPHO1 inh,pCIP destab,IDE inh,CRFBP-R2 block,GalR3 antag,IDE act,CHRM4 PAM,MEKK3 PB1 HTS,Structure
-1.4,7,-18,0,-5,-3,1,-6,99,COC(=O)C1SCC2C(=O)N(Cc3ccc(Cl)c(Cl)c3)CC(=O)N21 (stereo unspecified)
0.3,23,-11,0,10,1,3,-2,100,CC(=O)C1=C(O)C(=O)N(CCc2c[nH]c3ccccc23)C1c1ccccc1 (stereo unspecified)
0.2,18,-4,-2,-4,2,4,1,104,CC(=O)Nc1nnc(Cc2ccccc2)s1
-0.3,15,-2,-6,-2,0,-3,5,96,COc1ccc(CCNC(=O)C(=O)c2cn(CC(=O)N3CCOCC3)c3ccccc23)cc1OC
-0.7,17,-1,0,-8,-7,0,-3,103,Cc1ccc(NS(=O)(=O)c2c(C)[nH]c(C)c2C(=O)N2CCCCC2)c(C)c1
-1.1,19,2,8,29,-6,-1,6,105,Cc1cc(C)n2nc(-c3ccccc3)c(-c3ccccc3)c2n1
-0.5,24,-9,-4,-5,4,-2,1,117,C#CCNc1c2c(nc3nnnn13)CCCC2
0.0,x,x,-2,-3,-3,3,-2,x,c1ccc2c3n(nc2c1)CCCO3
-0.2,x,x,3,2,-5,-3,-1,x,CCN(CC)C(=O)c1[nH]cnc1C(=O)NCc1ccc(CNC(=O)OC(C)(C)C)cc1
0.3,24,-7,4,-1,0,7,6,97,CC(C)(C)NC(=O)Cc1ccc(Cl)c(Cl)c1
-0.7,24,-11,2,-6,-6,-9,-9,101,Cc1ccc(-c2cc(C(=O)Nc3cccc(S(=O)(=O)N(C)C)c3)c3ccccc3n2)o1
1.1,-42,-14,-1,-15,-5,7,0,108,O=C(OCn1cncn1)c1ccc(Cl)cc1Cl
2.8,22,-5,0,5,-3,3,2,96,COc1ccc(S(=O)(=O)Nc2cccc(C)n2)c2ccccc12
x,24,-4,-9,x,x,x,x,102,FC(F)(F)c1cccc(NC(=S)NNC(=S)Nc2cccc(C(F)(F)F)c2)c1
1.1,19,-8,7,-3,-3,-4,0,105,CC(CN1CCOCC1)OC(=O)c1ccc2c(c1)OCCO2 (stereo unspecified)
-1.1,-12,-4,4,4,-1,2,0,102,O=[N+]([O-])c1ccc(/C=N/n2c(-c3cccnc3)n[nH]c2=S)cc1
0.1,19,19,0,18,-1,2,2,103,O=C(CCNC(=O)c1ccccc1Cl)Nc1ccccc1N1CCCC1
-1.1,x,4,3,0,3,0,-6,103,O=C(COc1ccc(/C=N/NC(=O)c2ccccc2Br)cc1)Nc1ccccc1
14,-10,2,-1,-54,3,2,10,94,C=CCn1c(SCc2nc3sc4c(c3c(=O)[nH]2)CCCC4)nc2ccccc2c1=O
10,-4,-1,4,-29,-3,2,-3,109,Cc1ccccc1Cn1c(=N)n(CC(O)c2ccco2)c2ccccc21 (stereo unspecified)
x,48,-51,12,x,x,x,x,98,CCN(CC)c1ccc(/C=C/c2nc3ccccc3s2)cc1
0.1,x,x,x,-2,1,3,2,x,O=C1c2nccnc2C(=O)N1Cc1ccccc1
4.6,26,4,2,28,2,-1,5,95,CCOC(=O)Cc1csc(NC(=O)NC2(C(F)(F)F)Oc3cc(Cl)c(Cl)cc3O2)n1
-1.5,-10,2,1,-3,7,2,4,103,Cc1cc(C)cc(-n2c(C)nc3cc(C(=O)O)ccc32)c1
-1.8,1,8,6,4,-9,4,-1,100,CC(NCC(=O)Nc1cc(Cl)cc(Cl)c1)c1ccccc1 (stereo unspecified)
2.8,x,x,x,-13,1,7,-3,x,CCSC(=O)N1c2ccc(OC)cc2C=CC1C#N (stereo unspecified)
0.3,1,9,4,1,2,2,-1,105,CC(C)C(=O)Nc1sc2c(c1C#N)CCCCC2
-0.4,18,-3,2,-2,-7,3,0,96,COc1cc(OC)c2ccc(=O)oc2c1C(CCN1CCCC(C)C1)c1ccc(N(C)C)cc1 (stereo unspecified)
2.0,26,3,-2,-12,-5,3,11,103,CC1CCCN(CCCNC(=O)c2ccc(NC(=O)C3=CSCCO3)cc2)C1 (stereo unspecified)
1.1,x,x,x,-4,-4,0,4,x,CCCCN(C(=O)Cc1ccc2c(c1)OCCO2)c1c(N)n(CC(C)C)c(=O)[nH]c1=O
0.4,36,0,1,-2,-9,-2,1,104,CCOc1ccc(Br)cc1S(=O)(=O)Nc1cccnc1
-2.2,34,-20,-2,-5,-3,-1,4,92,Cc1cccc(N2CN=c3s/c(=C\c4ccccn4)c(=O)n3C2)c1
-0.4,-9,-6,-7,-14,-2,1,7,106,CCCNCC1C(Oc2ccc(Cl)cc2)C(=O)N1c1ccccc1C (stereo unspecified)
2.0,3,4,-1,5,3,0,-2,109,CC(C)(C)C(=O)CSc1nccc(=O)[nH]1
-0.6,6,-3,-1,20,1,0,3,104,O=C(CCCc1ccccc1)NC1CCSC1=O (stereo unspecified)
-0.4,6,-33,5,-33,-5,-7,1,95,CCC(COC(=O)Nc1cccc(C)c1)NC(=O)OCC(C)C (stereo unspecified)
2.6,56,2,-4,9,-11,0,-4,96,Nc1cnc(Nc2ccc(Br)cc2)nc1N
0.1,6,-12,5,4,1,10,3,81,O=C1CC2c3ccccc3C1C1C(=O)N(Cc3ccccc3)C(=O)C21 (stereo unspecified)
-2.0,-9,2,-3,3,-4,0,4,106,Cc1cccc(C)c1NC(=S)NN(Cc1ccccc1)c1ccccc1
-1.0,57,-26,-1,-13,0,0,-1,97,Cc1cc2cc3c(cc2nc1SCC(=O)Nc1nc(C)c(C)s1)OCO3
-0.9,28,1,0,6,x,6,3,100,COc1ccc(NC(=O)/C(C#N)=C/c2ccc(OCCN3CCOCC3)c(OC)c2)c(OC)c1
1.2,13,-4,-2,-8,-3,6,-6,105,COc1ccc(C)cc1N(CC(=O)NC1CCCC1)C(=O)CCC(=O)Nc1cc(C)on1
-0.9,18,-14,6,13,-4,6,0,97,Cc1ccccc1OCCNC(=S)Nc1ccccc1
x,-9,12,1,x,-6,x,x,108,CCn1c2ccccc2c2cc(CN3CCN(S(=O)(=O)CC)CC3)ccc21
-0.2,8,-4,8,6,-6,3,9,104,Fc1cc(F)cc(NC(=S)Nc2ccccc2N2CCOCC2)c1
5.8,16,6,6,-26,1,-2,9,97,COC(=O)c1ccccc1NC(=O)c1ccc(COc2cccc3ccccc23)o1
2.4,30,-9,-4,-17,-1,2,-17,103,O=C(c1ccc2ccccc2c1)C1CCCN(S(=O)(=O)c2cccnc2)C1 (stereo unspecified)
-0.5,x,x,0,-15,-11,-6,-3,x,Cc1ccc(NC(=O)C2=NNC(=O)CC2)cc1S(=O)(=O)Nc1ccc(SC(F)F)cc1
-0.3,38,4,5,5,-6,6,1,93,COc1cc(NC(=O)CCc2nnc3ccc(N4CCOCC4)nn23)cc(OC)c1OC
-0.8,-18,-1,-5,3,-1,4,3,75,Cn1c(=O)c2c(nc(N3CCOCC3)n2Cc2c(F)cccc2Cl)n(C)c1=O
-1.0,-36,-36,4,7,-2,4,-6,102,O=C(c1cccs1)N1CCCC(N2CCN(c3cccc(C(F)(F)F)c3)CC2)C1 (stereo unspecified)
-1.0,33,-1,-3,0,-4,0,-7,97,COc1ccc(/C=C2\CCCc3c2nc2ccc(C)cc2c3C(=O)O)cc1O
1.4,13,-15,-1,-12,-3,1,-4,107,Cn1cccc1C(=O)OCc1cc(Cl)cc2c1OCOC2
-0.5,-14,-10,3,5,-5,-2,-3,98,O=C(CNC(=O)COc1ccccc1)NCc1cccnc1
-0.4,-30,1,12,6,-3,1,9,103,CCCc1cc(=O)n2[nH]c(NCc3ccccc3F)nc2n1
2.2,-34,9,-2,-15,-5,4,-2,102,COc1ccccc1NC(=O)N(Cc1ccc2c(c1)OCO2)Cc1nc2ccccc2c(=O)[nH]1
3.0,34,0,-1,-1,-6,-5,8,107,Cc1ccc(-c2noc(CCC(=O)N3CCN(c4cccc(C(F)(F)F)c4)CC3)n2)cc1
1.4,-16,2,4,-5,-5,0,0,103,Cc1nn(Cc2ccccc2Cl)c(Cl)c1/C=C/C(=O)OCC(=O)NC(N)=O
1.3,2,-6,6,-12,-2,7,3,96,CC(C)NC(=S)NC(=O)/C=C/c1cccc2ccccc12
0.0,10,-9,-10,-14,-1,-3,1,101,COCCn1c(SCC(=O)Nc2ccc(S(=O)(=O)N3CCOCC3)cc2)nc2ccccc21

Of the compounds above, 4 have a CF3 group:
CRFR2-BP ag,PHOSPHO1 inh,pCIP destab,IDE inh,CRFBP-R2 block,GalR3 antag,IDE act,CHRM4 PAM,MEKK3 PB1 HTS,Structure
x,24,-4,-9,x,x,x,x,102,FC(F)(F)c1cccc(NC(=S)NNC(=S)Nc2cccc(C(F)(F)F)c2)c1
4.6,26,4,2,28,2,-1,5,95,CCOC(=O)Cc1csc(NC(=O)NC2(C(F)(F)F)Oc3cc(Cl)c(Cl)cc3O2)n1
-1.0,-36,-36,4,7,-2,4,-6,102,O=C(c1cccs1)N1CCCC(N2CCN(c3cccc(C(F)(F)F)c3)CC2)C1 (stereo unspecified)
3.0,34,0,-1,-1,-6,-5,8,107,Cc1ccc(-c2noc(CCC(=O)N3CCN(c4cccc(C(F)(F)F)c4)CC3)n2)cc1

Next section.
CRFR2-BP ag,PHOSPHO1 inh,pCIP destab,IDE inh,CRFBP-R2 block,GalR3 antag,IDE act,CHRM4 PAM,MEKK3 PB1 HTS,Structure
2.6,14,-8,-2,-11,1,-2,9,103,COc1ccc(CN2CCC(n3nccc3NC(=O)C3CC3)CC2)c(Cl)c1OC
0.0,19,-11,2,2,0,2,3,100,COc1ccc(-c2nc3c(c(=O)[nH]c(=O)n3Cc3ccccc3)n2CCO)cc1
0.8,4,4,0,-38,-7,0,1,106,CCOC(=O)c1cccc(NC(=O)CSc2nnc(-c3ccoc3C)n2CCOC)c1
-0.8,39,-4,-3,-5,-4,3,7,104,CC(C)Nc1ccc(C(CC(N)=O)NC(=O)Cc2ccc(Br)cc2)cc1[N+](=O)[O-] (stereo unspecified)
0.6,-5,-5,3,-8,1,0,-1,101,c1ccc(OCCOc2ccccc2-c2nnco2)cc1
-2.4,10,1,5,-1,4,4,-7,x,CC(C)CCN1CCN(Cc2cc(F)ccc2-n2cccn2)CC1CCO (stereo unspecified)
-0.3,41,-13,1,17,-6,2,0,106,O=C1c2ccccc2C(=O)N1CCn1c(=O)oc2ccccc21
-1.7,-4,-2,-9,12,-7,8,7,101,CCOC(=O)c1ccccc1NS(=O)(=O)c1ccccc1
-0.8,6,4,4,5,-6,8,8,99,O=C(CCNC(=O)c1ccc(Cl)cc1)Nc1c(F)c(F)cc(F)c1F
-6.3,-25,-2,-1,22,x,-1,3,100,O=C(CCC(=O)N1CCOc2ccccc21)NCCc1ccccc1
0.4,18,-10,-4,-1,-4,5,-3,101,Cc1ccc(C(=O)COC(=O)c2cc(Cl)ccc2O)cc1[N+](=O)[O-]
0.3,38,4,-1,2,-2,-4,-7,102,O=[N+]([O-])c1ccc(/C=N/n2c(COc3ccccc3)n[nH]c2=S)cc1
-0.4,7,5,-2,-10,-8,-5,2,108,NC(=O)C1CC(=O)N(Cc2ccc3c(c2)OCO3)C(=Nc2ccccc2)S1 (stereo unspecified)
0.6,-15,0,3,0,-4,0,-10,106,Cc1ccc(C(=O)OCCc2sc[n+](Cc3ccccc3)c2C)cc1

2 entries picked at random from the list so far, as already listed:
CRFR2-BP ag,PHOSPHO1 inh,pCIP destab,IDE inh,CRFBP-R2 block,GalR3 antag,IDE act,CHRM4 PAM,MEKK3 PB1 HTS,Structure
0.0,19,-11,2,2,0,2,3,100,COc1ccc(-c2nc3c(c(=O)[nH]c(=O)n3Cc3ccccc3)n2CCO)cc1
-0.4,7,5,-2,-10,-8,-5,2,108,NC(=O)C1CC(=O)N(Cc2ccc3c(c2)OCO3)C(=Nc2ccccc2)S1 (stereo unspecified)
